# CHRM5 PAM – potentiates acetylcholine response at human M5 receptor. P08912. CHO-K1 hM5, Fluo-8 calcium, ACh EC20 PAM; 0% = ACh EC20, 100% = ACh EC100. activation, % at 3 µM. 360,000 compounds, 0.3% hits;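 active = activation above the run cutoff, the mean activation of all test compounds plus 3 SD, cut at about 18% in these data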
# Target sequence (P08912 whole entry, looked up): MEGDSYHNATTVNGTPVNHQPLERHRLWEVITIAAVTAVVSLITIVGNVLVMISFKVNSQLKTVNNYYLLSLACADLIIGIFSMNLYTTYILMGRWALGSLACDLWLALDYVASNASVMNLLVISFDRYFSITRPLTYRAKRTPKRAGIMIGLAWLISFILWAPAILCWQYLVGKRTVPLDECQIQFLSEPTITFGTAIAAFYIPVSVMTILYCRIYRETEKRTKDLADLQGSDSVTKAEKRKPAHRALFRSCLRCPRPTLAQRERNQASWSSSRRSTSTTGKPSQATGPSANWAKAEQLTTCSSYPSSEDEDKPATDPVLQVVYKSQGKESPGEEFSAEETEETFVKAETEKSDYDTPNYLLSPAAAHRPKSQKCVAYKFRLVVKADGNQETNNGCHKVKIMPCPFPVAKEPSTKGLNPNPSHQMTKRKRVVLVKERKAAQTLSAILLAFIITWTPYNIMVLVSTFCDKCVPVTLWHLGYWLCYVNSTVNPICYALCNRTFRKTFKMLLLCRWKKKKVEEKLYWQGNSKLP
#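 Measured by: Fluo-8 calcium fluorescence; material: human M5 receptor in CHO-K1 cells; schedule: Post-acetylcholine fluorescence recording 140 s; benchmarks: low control EC20 acetylcholine (0%), high control EC100 acetylcholine (100%); read-out: Max/basal fluorescence ratio as % of EC20–EC100 ACh window; compound: single dose, 3 µM nominal final test concentration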
# CRFBP-R2 block – blocks CRF-induced signaling of the CRF-BP/CRF-R2 complex; HEK293 CRF-R2/CRF-BP, CRF-induced calcium fluorescence; inhibition, % at 11.8 µM; AID 588475; 350,000 compounds, 0.59% hits;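 active = inhibition of the ligand-induced calcium signal above about 50% at the single tested concentration, limit read from the data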
# CHRM1 PAM – positive allosteric modulators of human M1 muscarinic receptor | P11229 | CHO-K1 hM1, Fluo-8 calcium fluorescence, ACh EC20; 0% = ACh EC20, 100% = maximal ACh | activation, % at 3 µM | 360,000 compounds, 0.088% hits; in the data active = activation above about 19%, passing the limit was not always enough
# CHRM5 antagonist – antagonists of human muscarinic M5 receptor (CHRM5); P08912; CHO-hM5 cells, Fluo-8 calcium fluorescence, ACh EC80; inhibition, % at 3 µM; 360,000 compounds, 0.59% hits;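 active = inhibition above a per-plate cutoff, the mean of that plate's test compounds plus 3 SD, cut at about 27% in these data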;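 also: 0% = acetylcholine EC80 with DMSO and 100% = DMSO without agonist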
# CRFR2-BP ag – agonists of human CRF-binding protein/CRF-R2 receptor complex | HEK293 CRF-R2/CRF-BP, calcium dye fluorescence (FLIPR); percent of saturating CRF peptide response | activation, % at 13.2 µM | 350,000 compounds, 0.46% hits | AID 588473;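 active = activation of at least 50%, plus an integration ratio under a set limit after plate pattern correction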;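 also: plate controls were neutral control wells without compound for no effect and CRF at EC100 for full effect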
# CHRM4 agonist – CHRM4 agonism in calcium assay | P08173 | CHO-K1 hM4/Gqi5, Fluo-8 calcium fluorescence; vehicle 0%, full acetylcholine response 100% | activation, % at 3 µM | 360,000 compounds, 0.14% hits;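 active = activation above the run mean over all test wells plus 3 SD, cut at about 32% in these data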;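 also: peak over basal fluorescence ratio per well then scaled between controls; 0% = DMSO wells and 100% = acetylcholine at EC100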
# Target sequence (P08173 whole entry, looked up): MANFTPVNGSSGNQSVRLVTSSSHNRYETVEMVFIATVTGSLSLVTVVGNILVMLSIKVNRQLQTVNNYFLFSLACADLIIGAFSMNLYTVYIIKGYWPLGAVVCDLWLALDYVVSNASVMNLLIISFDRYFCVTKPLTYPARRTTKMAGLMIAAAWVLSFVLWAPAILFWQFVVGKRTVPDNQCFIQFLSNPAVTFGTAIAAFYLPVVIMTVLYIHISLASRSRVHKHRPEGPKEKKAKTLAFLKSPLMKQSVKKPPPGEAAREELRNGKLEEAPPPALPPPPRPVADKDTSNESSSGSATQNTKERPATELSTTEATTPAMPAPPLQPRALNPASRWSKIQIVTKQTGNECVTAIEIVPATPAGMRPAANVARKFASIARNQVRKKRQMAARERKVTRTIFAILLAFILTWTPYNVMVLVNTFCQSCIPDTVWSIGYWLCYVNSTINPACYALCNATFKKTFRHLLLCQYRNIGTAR
# CHRM5 agonist – agonists of human muscarinic M5 receptor (CHRM5); CHO-K1 hM5 cells, Fluo-8 calcium fluorescence; 0% DMSO wells, 100% maximal acetylcholine response; activation, % at 3 µM; 360,000 compounds, 0.19% hits; AID 624037;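 active = activation above the run's mean over test compounds plus 3 SD, cut at about 23% in these data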;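 also: signal is peak over basal fluorescence ratio across the kinetic read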
# CHRM4 antagonist – CHRM4 antagonism in calcium assay. P08173. inhibition, % at 3 µM. CHO-hM4 cells, ACh EC80, Fluo-8 calcium fluorescence. 360,000 compounds, 0.73% hits;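 active = inhibition above its plate's cutoff, the mean inhibition of sample wells plus 3 SD, cut at about 27% in these data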;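 also: 0% = acetylcholine EC80 with DMSO and 100% = DMSO without agonist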
# CHRM4 PAM – CHRM4 positive allosteric modulation. P08173. CHO-K1 hM4/Gqi5, Fluo-8 calcium fluorescence, ACh EC20; 0% = ACh EC20, 100% = maximal ACh. activation, % at 3 µM. 360,000 compounds, 0.4% hits;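 active = activation above its plate's cutoff, the mean activation of sample wells plus 3 SD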; also: some results filed as inactive read as strong as hits
# Starred values were filed as active, the others as inactive; nt = no result given.
SMILES,CHRM5 PAM,CRFBP-R2 block,CHRM1 PAM,CHRM5 antagonist,CRFR2-BP ag,CHRM4 agonist,CHRM5 agonist,CHRM4 antagonist,CHRM4 PAM
COc1ccc(OC)c(S(=O)(=O)NCc2ccccn2)c1,7.7,9.1,8.0,20.4,2.6,-0.1,-6.7,-7.8,1.5
Cc1ncsc1C(=O)Nc1cccc(C(F)(F)F)c1,-7.5,-6.9,-6.1,10.9,-0.9,14.9,-0.3,11.2,-10.0
COc1ccc(CNC(=O)CSc2nc(SC)ns2)cc1,-7.5,-6.8,2.6,17.4,0.1,-0.3,-1.7,8.7,-3.2
CCCC(C(=O)NC1CCCC1)N(Cc1ccc2c(c1)OCO2)C(=O)c1snc(C(N)=O)c1N (stereo not given),-23.5,5.0,-10.8,16.3,-0.9,20.8,-0.9,1.1,-1.6
Cc1c(C(=O)N/N=C/c2cccs2)nc2ccccn12,-1.6,5.2,12.7,-7.4,-5.5,0.7,-2.3,-0.3,7.2
Cn1c(C(=O)NN)cc2cc(OCc3ccccc3)ccc21,-3.6,-22.1,1.5,15.0,-1.0,1.9,-0.2,-8.4,8.3
CCOC(=O)C1CCCN(C(=O)c2cc3c(=O)n4ccccc4nc3s2)C1 (stereo not given),3.0,8.6,18.1,8.6,0.5,0.5,-2.0,-14.2,5.2
Cc1cccc(/C=N/c2sc3c(c2C(=O)OC(C)(C)C)CCN(C)C3)c1O,-1.8,-22.3,-1.8,5.6,0.3,0.4,-6.1,8.8,-1.3
Cc1cc(=O)oc2cc(OCC(=O)NCCN3CCOCC3)ccc12,0.9,2.8,10.0,-1.7,0.9,0.5,-2.3,-5.5,3.8
O=C(NC1CCCCC1)c1cccc(S(=O)(=O)N2CCOCC2)c1,-0.9,-0.8,2.7,10.0,-2.0,1.1,-1.8,-2.0,-2.0
CN(CCc1ccccn1)C1CCCN(S(=O)(=O)c2ccccc2)C1 (stereo not given),9.9,2.5,1.7,-30.4,-0.1,2.0,-7.3,-7.0,-2.5
O=C(Nc1ncnc2sc3c(c12)CCCC3)c1ccncc1,-7.1,16.7,12.4,-6.1,1.9,0.4,-0.8,2.9,-3.7
CNC(=O)C1CC(=O)N(c2ccc(F)c(Cl)c2)C1 (stereo not given),-0.9,-11.0,8.5,5.9,0.8,0.2,0.2,3.2,4.0
CC(=O)C(CC(=O)N1CCCc2ccccc21)C(=O)Nc1ccc(F)cc1 (stereo not given),-0.2,-0.9,3.5,-2.8,0.2,2.6,-5.9,-8.3,6.6
CC(C)NC(=O)C1(C)CSCC(=O)N1C1CC1 (stereo not given),6.8,nt,nt,-12.5,nt,1.6,4.0,-16.3,4.7
COc1cc(OC)c2c(-c3cccc(-c4ccc(CO)cc4)c3)cc(=O)oc2c1,-5.3,-17.7,-2.6,-8.4,-0.4,2.1,-1.8,-4.0,-6.4
O=C(COc1ccc(Br)cc1Br)NC(=O)NC1CCCC1,1.1,-27.3,-16.8,-7.8,-0.3,-0.6,-4.3,-7.0,2.7
CCOC(=O)C1=C(c2ccccc2)N=C2SCC(=O)N2C1c1ccc(OC)c(OC)c1 (stereo not given),2.0,8.0,7.8,-3.2,-1.7,1.6,3.1,-2.0,2.6
C/C(=C\c1cccc(Cl)c1)C(=O)c1c(C)cc(C)[nH]c1=O,-1.0,-2.7,12.4,1.9,0.4,2.7,-2.9,3.0,2.3
Cc1cccc(-c2nc(N)nc(N)n2)c1,-3.1,5.6,-1.2,7.6,-1.5,0.1,-0.5,7.5,-20.3
CC1C(=O)N2CCCc3cc(NC(=O)C(=O)NCCN4CCOCC4)cc1c32 (stereo not given),-4.0,-6.3,-13.8,2.1,0.4,0.5,1.9,5.5,1.5
CCCCN(CC)CCNC(=O)c1cc2c(=O)[nH]c3ccccc3c2n1C,5.5,10.8,8.4,-0.2,-0.8,0.2,-1.2,-2.7,0.5
CCOc1ccc(S(=O)(=O)N2CCC(C(=O)N3CCN(Cc4ccccc4)CC3)CC2)cc1,-7.2,-3.8,-3.1,3.8,2.5,14.2,-1.4,-10.2,-7.1
O=C1CCN(Cc2ccccc2)S(=O)(=O)c2ccc(C(F)(F)F)cc21,-3.1,4.8,0.7,12.8,0.1,0.4,-8.6,-2.2,-3.0
COc1cc(S(=O)(=O)NCC(c2ccco2)N2CCCCC2)ccc1NC(C)=O (stereo not given),2.4,-4.1,9.7,3.8,0.3,0.6,-1.6,-4.0,13.7
Cc1ccccc1-c1nc(CS(=O)(=O)CC(=O)NCCCN2CCCC2)c(C)o1,-7.5,7.0,3.7,0.2,2.4,-0.1,-1.6,-9.4,0.6
CNC(=O)c1cc2cc(Br)ccc2s1,1.7,5.1,6.3,8.2,-5.7,0.0,-2.6,12.1,-1.4
CN(C)c1ccc(NC(=O)CSc2nnc(C3CCCCC3)n2N)cc1,-1.1,1.1,2.2,14.0,-0.3,-0.7,-2.6,10.2,-5.4
O=[N+]([O-])c1ccccc1CSc1nnc2ccccn12,11.5,-15.4,15.9,-4.4,-1.1,0.4,-3.8,4.3,3.3
Nc1ccccc1SC1CC(=O)N(c2ccc3c(c2)OCCO3)C1=O (stereo not given),-9.2,-22.4,-2.6,3.2,0.5,15.8,9.0,-3.7,-13.5
CSc1ccccc1N=Cc1nc(-c2ccccc2)oc1O,-3.3,14.0,-3.3,-0.1,2.0,-0.7,-3.6,-9.2,9.3
CCOC(=O)Cc1csc(NC(=O)COc2ccccc2OC)n1,-0.2,4.0,2.6,3.0,-0.2,4.1,-0.4,2.3,5.7
Cc1ccc(/C=N/NC(=O)c2cc3c(ccc4ccccc43)o2)o1,4.0,19.2,11.9,-4.4,-0.1,2.7,-2.2,3.6,2.0
CC1(Oc2cccc(Cl)c2)CCN(Cc2ccc(OC(F)(F)F)cc2)C1 (stereo not given),-4.5,nt,5.4,0.9,nt,0.3,-1.1,-10.9,4.4
O=C(NCc1ccc(F)cc1)Nc1ccccc1,0.1,3.2,3.1,6.1,-0.5,1.6,-2.0,0.1,-1.6
Cc1ccccc1OCCn1c(=S)[nH]c2ccccc21,-3.0,-21.8,-8.7,-15.1,1.2,0.8,-13.8,-15.0,-3.8

# Some of these compounds in order of their number in CHRM5 antagonist, highest first:
SMILES,CHRM5 PAM,CRFBP-R2 block,CHRM1 PAM,CHRM5 antagonist,CRFR2-BP ag,CHRM4 agonist,CHRM5 agonist,CHRM4 antagonist,CHRM4 PAM
COc1ccc(OC)c(S(=O)(=O)NCc2ccccn2)c1,7.7,9.1,8.0,20.4,2.6,-0.1,-6.7,-7.8,1.5
CN(C)c1ccc(NC(=O)CSc2nnc(C3CCCCC3)n2N)cc1,-1.1,1.1,2.2,14.0,-0.3,-0.7,-2.6,10.2,-5.4
O=C1CCN(Cc2ccccc2)S(=O)(=O)c2ccc(C(F)(F)F)cc21,-3.1,4.8,0.7,12.8,0.1,0.4,-8.6,-2.2,-3.0

# Following part:
SMILES,CHRM5 PAM,CRFBP-R2 block,CHRM1 PAM,CHRM5 antagonist,CRFR2-BP ag,CHRM4 agonist,CHRM5 agonist,CHRM4 antagonist,CHRM4 PAM
COc1cccc(C(=O)NCCS(=O)(=O)N(C)Cc2ccccc2)c1,-1.9,-6.7,7.4,1.8,0.8,2.8,-0.8,-8.2,4.3
Cc1ccccc1CN(C)C[C@@H]1OCc2cnnn2CCCC(=O)N([C@@H](C)CO)C[C@H]1C,1.7,3.5,1.1,2.1,0.6,-0.1,-0.7,-1.5,5.2
CCc1ccc(NC(=O)C[n+]2cc(-c3ccc(C)cc3)n3c2CCC3)cc1,5.4,4.7,-16.0,-1.2,0.7,0.3,-16.6,10.5,-9.8
CCCCCC(=O)N1C[C@@H](n2cc(-c3ccc(F)cc3)nn2)[C@H](O)C[C@@H]1c1ccc(OC)cc1,-2.8,10.0,-2.6,15.5,-0.5,3.2,-0.8,-0.1,-5.5
Cc1c(CCO)c(=O)[nH]n1S(=O)(=O)c1cccc(C(F)(F)F)c1,-4.7,-17.3,4.7,18.4,0.2,1.2,-3.4,-0.6,-0.2
CC(C)c1ccc(C(=O)N2CCN(CCO)CC2)cc1,1.3,9.6,8.0,-5.6,2.5,-0.2,-0.5,17.4,0.6
COC(=O)c1cccc(C23CC4(C2)[C@H](CN(Cc2ccc(-c5ccccc5)cc2)[C@@H]4c2ccccc2)C3c2ccc(Cl)nc2)c1 (stereo not given in full),-5.8,-4.3,-12.1,15.5,1.3,0.0,-0.5,2.3,1.9
COC(=O)c1ccccc1CSc1nsc(C)c1C#N,-3.0,0.3,7.1,8.2,1.7,1.6,-2.0,-10.2,4.1
CC(Oc1ccccc1F)C(=O)NNC(=O)C1CC(=O)N(c2ccc3c(c2)OCCO3)C1 (stereo not given),0.2,-16.7,-3.5,4.3,2.9,-0.4,-0.1,2.2,0.6
COc1ccccc1-c1cc(C(=O)N2CCCC2)no1,-0.1,1.0,-0.3,10.3,0.6,-2.6,-2.8,8.8,3.4
CN(CC(=O)Nc1cccc2ccccc12)c1ccc(S(=O)(=O)N2CCOCC2)cn1,-16.4,-3.9,-7.6,9.7,0.2,13.2,1.2,9.3,-15.6
CSc1ccc(S(=O)(=O)NC2CCCCCC2)cc1,-6.6,5.9,-3.9,0.9,-1.2,-1.4,-4.1,10.8,-12.6
CCc1ccc(OCC(O)CN2CCN(c3ccc(OC)cc3)CC2)cc1 (stereo not given),-6.6,-19.3,-6.3,8.8,-0.5,3.4,-3.0,-5.6,1.5
CCc1ccccc1OCC(=O)Nc1cccc(S(=O)(=O)N2CCCC2)c1,-7.4,0.6,4.8,7.8,0.9,3.3,-1.6,-5.3,-6.0
COc1ccccc1N1CC(C(=O)Nc2nc(C)cs2)CC1=O (stereo not given),6.5,-0.6,1.4,6.5,2.7,1.9,2.5,-1.9,-0.9
O=C(NCCc1cccc(Cl)c1)C1CCC(=O)N(Cc2ccc(Cl)cc2)C1 (stereo not given),-0.4,4.5,3.5,4.6,-1.0,4.0,-2.1,-3.5,1.7
COc1ccccc1-c1ccc([C@@H]2C[C@H]3[C@H](CON3C)CN2C(=O)c2ccc(-c3ccccc3)cc2)cc1,-3.3,10.4,5.4,-2.0,-0.7,0.2,-2.9,-1.2,1.6
CC(=O)c1ccc(C(=O)N2CCCC(C(=O)c3cc(F)ccc3F)C2)s1 (stereo not given),-7.6,14.4,-2.5,15.9,0.8,15.5,-3.6,12.1,-15.8
Cc1csc(=N)n1-c1ccc(Cl)cc1,-2.8,14.4,-1.7,-2.7,-4.3,-2.2,-4.9,-1.6,3.5
CCOc1cc(N2CCOCC2)c(OCC)cc1NC(=O)c1nn(CC)c(=O)c2ccccc12,1.9,8.2,4.4,8.6,0.2,19.3,3.3,-0.3,-2.1
Cc1c(/C=C2\SC(=Nc3cccc(C(=O)O)c3)NC2=O)c2ccccc2n1C,7.6,2.7,12.7,-1.2,0.0,0.3,2.3,1.9,10.8
CC(C)N1CCN(Cc2cnc(-c3ccccc3)s2)CC1CCO (stereo not given),-0.9,-3.4,-5.0,-7.1,3.1,1.0,-6.2,-14.3,7.0
CCCC(=O)Nc1ccc2c(c1)nc1n2CCSC1,-1.3,10.0,2.9,-6.7,0.1,1.1,-7.3,-4.4,-1.8
